# High-throughput results deposited in PubChem BioAssay by several laboratories.
# FAS TE block: inhibitors of human fatty acid synthase thioesterase domain; P49327; hit rate 0.67% among 360,000; AID 602261; recombinant FAS-TE, OMFH fluorogenic substrate, fluorescence endpoint; inhibition, % at 15 µM;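 active = compounds whose normalised, plate-corrected inhibition of enzyme fluorescence in the single-dose primary screen is 50% or more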;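 also: 0% = DMSO with enzyme and 100% = substrate without enzyme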
# MT1-MMP act inh: blocks activation of human MT1-MMP | hit rate 0.061% among 360,000 | HT1080 RFP-PRO-GFP cells, GFP/RFP ratio fluorescence, overnight; percent of plate control window, DMSO zero | AID 651647 | P50281 | GFP/RFP ratio change, % at 20 µM;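 active = GFP/RFP ratio change of at least 30% with cell ATP level not reduced by more than half and red fluorescence within 50% of control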; also: strong numbers were not always called active
#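 Read-out: GFP/RFP fluorescence ratio; Test system: RFP-PRO-GFP reporter HT1080 cells; Compound dosing: single-point 20 µM compound, 1% DMSO; Times: overnight compound exposure at 37 °C.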
# NRP1-CendR mod: modulators of CendR peptide binding to human neuropilin-1 | FAM-RPARPAR peptide binding to NRP-1, fluorescence polarization | O14786 | inhibition, % at 25 µM | hit rate 0.85% among 360,000;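 active = inhibition or corrected inhibition above about 18%, plus a signal ratio from 0.5 to 1.5, limit read from the data, passing the limit was not always enough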; also: strong numbers were not always called active
# TbMetRS inhib: Trypanosoma brucei MetRS inhibition; inhibition, % at 11.9 µM; hit rate 0.4% among 360,000; purified T. brucei MetRS, ATP depletion, Kinase-Glo luminescence;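 active = inhibition above a per-plate cutoff of the control wells' mean inhibition plus 3 SD, cut at about 5.5% in these data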;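 also: 0% = DMSO wells median and 100% = median of wells with control inhibitor compound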
#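 Assay system: T. brucei methionyl-tRNA synthetase, purified | Medium: HEPES buffer with MgCl2, KCl, DTT, spermine, BSA, pyrophosphatase | Compound: 11.9 µM single point | Incubation: 15 min enzyme-compound preincubation, 2 h reaction, 10 min detection, 25 °C | Measured by: Kinase-Glo luciferase luminescence reporting remaining unconsumed ATP | Measure: % inhibition normalized to control-well medians | Replication: Singlicate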
# MsrA act: activators of bovine methionine sulfoxide reductase A; purified bovine MsrA, absorbance read-out; activation, % at 10.6 µM; hit rate 0.3% among 360,000; AID 602163; in the data active = activation above about 7.5%;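 also: 0% = vehicle and 100% = reference activator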
# MLLE-PAM2 inh: inhibitors of microRNA-mediated deadenylation, human PABP1 MLLE binding. hit rate 0.36% among 360,000. inhibition, % at 20 µM. GST-MLLE / FITC-PAM2 fluorescence polarization. AID 588489. P11940; in the data active = inhibition above about 35%, passing the limit was not always enough;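 also: plate controls were DMSO wells with GST-MLLE for no effect and wells lacking GST-MLLE protein for full effect; some results filed as inactive read as strong as hits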
# eLon inh: inhibits E. coli Lon protease. inhibition, % at 7.94 µM. AID 602123. purified E. coli Lon protease, fluorescence polarization. hit rate 0.42% among 360,000. P0A9M0; in the data active = inhibition above about 13%, passing the limit was not always enough;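 also: 0% = enzyme with probe and DMSO and 100% = no enzyme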
# Target sequence (P0A9M0 whole entry, looked up): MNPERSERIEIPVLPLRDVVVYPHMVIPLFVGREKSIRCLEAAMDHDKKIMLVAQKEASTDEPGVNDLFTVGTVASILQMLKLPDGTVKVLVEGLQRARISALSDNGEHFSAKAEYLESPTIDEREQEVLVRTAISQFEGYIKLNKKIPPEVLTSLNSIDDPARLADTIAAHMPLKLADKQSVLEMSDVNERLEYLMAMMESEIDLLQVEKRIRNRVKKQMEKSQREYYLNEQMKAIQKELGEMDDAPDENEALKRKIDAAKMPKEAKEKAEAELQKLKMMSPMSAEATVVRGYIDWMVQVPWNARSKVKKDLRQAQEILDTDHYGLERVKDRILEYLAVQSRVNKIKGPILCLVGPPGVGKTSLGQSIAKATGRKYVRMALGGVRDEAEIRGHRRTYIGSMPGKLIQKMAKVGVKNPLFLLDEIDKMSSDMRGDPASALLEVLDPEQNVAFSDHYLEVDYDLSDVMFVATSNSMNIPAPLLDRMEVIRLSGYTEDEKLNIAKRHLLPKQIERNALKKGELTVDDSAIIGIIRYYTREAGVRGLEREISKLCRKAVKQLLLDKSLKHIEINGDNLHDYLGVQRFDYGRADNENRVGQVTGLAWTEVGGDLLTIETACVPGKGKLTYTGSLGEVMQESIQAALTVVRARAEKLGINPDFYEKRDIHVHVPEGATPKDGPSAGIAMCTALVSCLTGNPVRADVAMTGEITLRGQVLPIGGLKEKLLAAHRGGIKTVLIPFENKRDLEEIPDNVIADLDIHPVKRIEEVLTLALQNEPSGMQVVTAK
# MsrA inh: bovine MsrA inhibition; purified bovine MsrA, absorbance read-out; inhibition, % at 15.5 µM; hit rate 0.75% among 360,000; in the data active = inhibition above about 4.5%;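 also: 0% = vehicle wells with enzyme and 100% = reference inhibitor wells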
# SKN-1 block: inhibitors of C. elegans SKN-1; hit rate 0.49% among 360,000; inhibition, % at 21.8 µM; C. elegans VP596 Pgst-4::GFP/RFP ratio, acrylamide-induced, 24 h;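 active = interference check ratio from 0.5 to 1.5 plus GFP to RFP signal ratio inhibition reaching or exceeding a fixed threshold, cut at about 30% in these data, passing the limit was not always enough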; also: some compounds called inactive have numbers as strong as hits
# Numbers without * were called inactive; nt = not tested or not shown.
SMILES,FAS TE block,MT1-MMP act inh,NRP1-CendR mod,TbMetRS inhib,MsrA act,MLLE-PAM2 inh,eLon inh,MsrA inh,SKN-1 block
CCOc1ccc(C=Nc2cccc3ncccc23)cc1,-5,-2,7,-0.6,-4,2,-4,3.2,-3
Cc1nc2ccc(C(=O)N3CCSCC3)cc2s1,-4,-1,-8,0.0,-2,-13,-2,1.5,12
Cc1cc(NC(=O)CSc2ccc3nnc(-c4cccc(F)c4)n3n2)no1,0,6,-10,-1.6,-11,12,-1,0.4,-6
CCOc1cc(/C=N/NC(=O)CCc2n[nH]c(=O)[nH]c2=O)ccc1O,-7,2,2,2.3,-10,-9,4,1.0,-1
OCCn1nc(-c2ccccc2)cc1-c1ccccc1,-1,-1,11,-0.8,-1,10,-12,-0.2,-4
Cc1ccc(-c2nc(NCCCN(C)C)c3ccccc3n2)cc1,-5,1,-3,-0.2,-2,7,1,-0.1,0
COc1ccc(-c2ccc(OC)c([C@H]3[C@H]4C=CC[C@@H](C)[C@@H]4C(=O)N3Cc3ccccc3)c2)cc1OC,36,-11,0,-0.3,0,-2,-9,0.0,4
CCN(Cc1ccc(NC(C)=O)cc1)CC1CCCN(CCc2cccc(F)c2)C1 (stereo not given),-8,1,1,-0.2,-1,-4,1,-0.8,3
COC(=O)C1(CC2CC(c3cccc(Br)c3)=NO2)CCN(C(=O)OC(C)(C)C)CC1 (stereo not given),16,-3,7,-0.3,-5,13,-7,0.7,-13
CCOc1ccc(NC(=O)NC2CC(=O)N(c3ccc(OC)cc3)C2)cc1 (stereo not given),-4,0,0,3.5,-3,3,-7,1.6,-10
Cc1ccc(-c2nn(C)c(=O)c3ccccc23)cc1CNC(=O)CSc1nc2ccccc2o1,0,2,-3,-0.2,-1,1,-2,-1.1,5
C/C(=N/NC(=O)c1ccc(C)s1)c1cccc(NC(=O)COc2ccc(Cl)cc2C)c1,-3,7,-3,-0.8,-11,0,-15,0.3,-18
Cc1ccc(C(=O)C2=C(O)C(=O)N(Cc3ccccc3)C2c2cccnc2)o1 (stereo not given),-4,-6,-2,-0.6,-2,5,-9,nt,4
CC(=O)N1CCOc2ccc(S(=O)(=O)NC(C)c3ccccc3)cc21 (stereo not given),-3,-2,13,-0.3,-6,5,16,-0.7,14
CNC(=O)c1sc(=S)n(-c2ccc(OC)cc2)c1N,0,4,3,-0.1,-2,15,-2,1.7,-8
CCN(CC)CCOC(=O)c1ccc2c(c1)OCCO2,-10,-2,0,-0.5,-4,2,5,-0.5,8
O=C(C[C@H]1C(=O)N(c2ccc(Br)cc2)C[C@@H]1Cc1ccccc1)Nc1ccccc1,12,0,5,0.2,0,2,-8,-0.7,-7
COc1ccc(CN(Cc2nc3ccccc3c(=O)[nH]2)C(=O)c2ccco2)cc1,-2,1,-1,-0.2,0,9,6,-0.6,16
CCCCCCc1ccc(OCC(=O)OC)cc1OCC(=O)OC,16,3,-11,0.5,1,4,4,0.4,11
CCOc1cc(/C=C2\SC(=S)N(Nc3ccccc3)C2=O)ccc1O,-5,6,-128,-0.1,-11,-101,-102,0.6,9
C[C@@H]1CC[C@]2(C(=O)O[C@@H]3O[C@H](CO)[C@@H](O)[C@H](O)[C@H]3O)CC[C@]3(C)C(=CCC4[C@@]5(C)C[C@@H](O)[C@H](O)[C@@](C)(C(=O)O[C@@H]6[C@H](O)C[C@@]7(C)C(CC[C@]8(C)C7CC=C7[C@H]9[C@](C(=O)O[C@@H]%10O[C@H](CO)[C@@H](O)[C@H](O)[C@H]%10O)(CC[C@@H](C)[C@@]9(C)O)CC[C@]78C)[C@@]6(CO)C(=O)O)C5CC[C@]43C)[C@@H]2[C@]1(C)O (stereo not given in full),2,4,-18,-2.0,-11,2,0,-1.2,13
COC(=O)CNC(c1ccccc1)c1cc(C)ccc1NC(=O)CNC(=O)OCc1ccccc1 (stereo not given),11,2,2,0.1,1,2,-4,3.1,12
CCC(=O)OCC(=O)c1c(N)n(Cc2ccccc2)c(=O)n(C)c1=O,-3,-2,-14,-1.5,-4,-25,-3,-0.4,-18
CCCCn1c(N)c(N(CCOC)C(=O)c2ccc(S(=O)(=O)N(CC)c3ccccc3)cc2)c(=O)[nH]c1=O,-4,1,-1,0.4,-1,-13,-9,-0.6,4
COC(=O)c1cc(C(=O)Nc2cccc(C)n2)cc([N+](=O)[O-])c1,4,2,-8,0.3,-1,8,-9,0.8,5
SMILES,FAS TE block,MT1-MMP act inh,NRP1-CendR mod,TbMetRS inhib,MsrA act,MLLE-PAM2 inh,eLon inh,MsrA inh,SKN-1 block
Nc1nc2ccccc2n1/N=C/c1ccc(-c2ccccc2)o1,46,-1,-7,-0.6,-15,-11,-16,0.5,3
O=C(Cn1c(=O)c2c(ncn2Cc2ccccc2)n(Cc2ccccc2)c1=O)N1CCCC1,-3,-2,3,-1.2,-1,5,8,0.7,-5
CCOc1ccc2nc(COC(=O)c3ccncc3)c(C(=O)c3ccccc3)[n+]([O-])c2c1,1,-1,-6,-0.7,1,0,-10,0.0,-3
CCC(C)(C)NC(=O)CCCSc1nc2ccccc2s1,9,0,-3,-0.8,-3,5,-2,-0.4,3
Cc1ccc(C(=O)OCC(=O)N(C)c2ccccc2)c(C)c1,-2,-4,6,0.1,-1,5,2,3.4,1
N#C/C(=C(/O)COC(=O)CCc1ccc(S(=O)(=O)N2CCOCC2)cc1)c1nc2ccccc2[nH]1,-5,-35,-50,0.5,-6,-12,-20,2.2,22
CC1(C)O[C@@H]2C[C@H]3[C@@H]4C[C@H](F)C5=CC(=O)C=C[C@]5(C)[C@H]4[C@@H](O)C[C@]3(C)[C@]2(C(=O)CO)O1,-7,-3,-5,-1.2,-6,0,-1,2.8,-15
Cc1cc(C)cc(OCC(=O)OCc2nnc(-c3ccccc3)o2)c1,-7,-3,-4,-0.7,-7,3,13,0.5,-6
COC(=O)c1ccc(CNC(=O)Cn2cc(C)c(=O)[nH]c2=O)cc1,-12,4,-6,-0.3,-4,-1,-7,0.9,-4
Cc1ccc(C2Nc3ccccc3C(=O)N2CCN2CCNC2=O)cc1 (stereo not given),-2,2,3,-0.5,-4,-10,-1,-0.3,0
CSc1ccc(CCNC(=O)CS(=O)(=O)Cc2nc(-c3ccccc3F)oc2C)cc1,-1,1,17,-0.1,-2,14,-12,2.7,3
COc1ccc(S(=O)(=O)N2CCCC(C(=O)N3CCN(C)CC3)C2)cc1Cl (stereo not given),-6,1,21,-0.1,-3,-5,3,0.9,2
COCCNC(C)C(=O)Nc1ccc(Br)cc1 (stereo not given),-6,3,-7,0.2,-1,-6,14,-0.4,17
O=C(Nc1ccc(S(=O)(=O)NC2=NCCCCC2)cc1)c1cccs1,-2,1,-2,-0.1,-4,4,-7,-0.5,-1
COc1ccc(C)cc1Nc1n[n+](-c2ccccc2)c(-c2ccc(OC)c(OC)c2OC)s1,-146,2,3,-0.2,-1,0,-5,1.9,-10
CCN1CCN(C(=O)c2ccc(N3CC4CC(C3)c3cccc(=O)n3C4)c([N+](=O)[O-])c2)CC1 (stereo not given),-5,1,0,0.1,7,10,-9,-1.4,-3
Cc1cccc(-c2nnc(SCc3ccccc3)o2)c1,18,-2,-6,0.1,-2,2,2,-0.1,16
O=C(NC1CCC(O)CC1)c1cc(-c2ccco2)nc2ccccc12 (stereo not given),-4,-1,12,-0.4,-2,10,2,0.5,-7
Cc1cc(C)c(NC(=O)CCCn2c(=O)oc3ccccc32)c(C)c1,-6,5,0,-0.5,-5,-5,11,1.4,5
COC(=O)C[C@H]1C=C[C@H](NC(=O)C2CCOCC2)[C@@H](CO)O1,nt,-1,5,-0.1,nt,nt,nt,-0.4,2
COC(=O)C(Cc1ccccc1)NC(=O)CC(C)CC(=O)Nc1ccc(OC)cc1OC (stereo not given),-4,3,7,-0.2,1,10,-3,1.6,17
Cc1nc2ccccc2n1CC(=O)NCc1ccccc1,-10,1,-8,-0.2,-2,-10,2,-1.3,1
Cc1sc2ncnc(N3CCCCC3)c2c1C,-1,-4,2,-0.6,-3,-9,8,-0.3,7
CCOc1cc(/C=C/C(=O)O)ccc1OCc1ccccc1,-2,4,9,0.3,-3,12,6,0.2,-9
O=C(Nc1ccccc1)NC1(C(=O)NCc2ccco2)CCCCC1,-4,0,-14,0.4,-8,-2,-3,0.3,11

# Complete entries as entered above. Order of values: FAS TE block | MT1-MMP act inh | NRP1-CendR mod | TbMetRS inhib | MsrA act | MLLE-PAM2 inh | eLon inh | MsrA inh | SKN-1 block
# Results for Nc1nc2ccccc2n1/N=C/c1ccc(-c2ccccc2)o1 : 46 | -1 | -7 | -0.6 | -15 | -11 | -16 | 0.5 | 3
# Results for COc1ccc(C)cc1Nc1n[n+](-c2ccccc2)c(-c2ccc(OC)c(OC)c2OC)s1 : -146 | 2 | 3 | -0.2 | -1 | 0 | -5 | 1.9 | -10
# Results for Cc1cc(C)c(NC(=O)CCCn2c(=O)oc3ccccc32)c(C)c1 : -6 | 5 | 0 | -0.5 | -5 | -5 | 11 | 1.4 | 5

# Next section.
SMILES,FAS TE block,MT1-MMP act inh,NRP1-CendR mod,TbMetRS inhib,MsrA act,MLLE-PAM2 inh,eLon inh,MsrA inh,SKN-1 block
O=C(NCC1CCCO1)c1cccnc1Nc1ccccc1F (stereo not given),-6,2,9,-1.3,-2,3,-6,1.2,15
N#C/C(=C\Nc1ccccc1SC(F)(F)F)c1nc(-c2ccccc2)cs1,10,-2,-6,-0.1,-5,14,2,2.3,1
CN(CCCNC(=O)COc1cc(=O)n(C)c2ccccc12)Cc1ccccc1,-5,-1,5,-0.5,-2,3,-2,-0.3,-9
COC(=O)c1ccc(-n2c(CCC(=O)O)ccc2-c2ccc(C)cc2)cc1,0,-6,-3,-0.6,-3,-2,-5,nt,-9
O=C(NC1CCS(=O)(=O)C1)C1CCCC1 (stereo not given),-6,0,10,0.0,-3,-5,0,-0.7,0
S=c1[nH]nc(-c2cccs2)n1/N=C/c1cn(-c2ccccc2)nc1-c1ccccc1,24,-1,-2,-1.0,-5,-121,-9,1.3,-9
CC1=CC(=O)Nc2ncccc2O1,-4,-4,4,-0.3,-5,12,-1,2.2,9
Cc1cc(C)cc(C(=O)Nc2cccc(NC(=O)c3ccco3)c2)c1,4,2,20,-0.3,-2,9,1,-1.2,8
C=CCCC1CN(CCCC)S(=O)(=O)c2c(F)cccc2O1 (stereo not given),21,-2,-1,-1.2,0,8,-1,-0.6,14
CC1(C(=O)NS(=O)(=O)c2cccc(F)c2)CCN1C(=O)Cc1cccs1 (stereo not given),-8,-2,6,-0.2,-4,-7,-3,0.8,7
CCCCNC(=O)N(O)C1N(/N=C/c2cccs2)C(=S)SC1(C)C (stereo not given),10,1,-8,-0.8,-4,8,6,1.3,-4
COc1cc2c(cc1OC(C)=O)CCCCC2=O,-5,6,0,0.3,-5,-8,2,1.1,-1
COc1ccc(C)cc1S(=O)(=O)Nc1cccc(Cl)c1Cl,16,0,-7,-0.6,-3,-10,0,0.1,16
COc1ccccc1C(C(=O)NCc1ccc(F)cc1)N(C(=O)c1csnn1)C1CC1 (stereo not given),8,-5,-1,-0.2,0,3,0,0.9,15
CCOc1ccc(S(=O)(=O)Nc2ccccc2SC)c2cccnc12,-14,-1,-4,0.6,-3,1,-2,0.0,7
O=C(Nc1cccc(-c2ccccc2)c1)N1CCN(C(=O)Nc2cccc(-c3ccccc3)c2)CC1,-4,4,-2,-0.5,-5,-5,1,-0.3,-7
COc1ccccc1NC(=O)c1ccc(NC2=NC3CS(=O)(=O)CC3S2)cc1 (stereo not given),-7,-1,9,-0.1,-5,-103,-5,1.9,-15
